# Screens (PubChem)
# GPR151 activ: activates the human receptor GPR151; PathHunter beta-arrestin GPR151 cells, luminescence; Q8TDV0; actives 1% (n = 650,000); AID 1508602; activation, % at 11.2 µM; in the data active means activation above about 4.9%;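 further: 0% = median of compound wells and 100% = cells with positive control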
# FBW7 act: human FBW7 E3 ligase activation, primary screen. Q969H0. AlphaScreen FBW7–phospho-cyclin E peptide binding, activator screen. normalized activity (activation), % at 26.1 µM. actives 0.13% (n = 650,000); in the data active means normalized activity above about 1.9%;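 further: purified mutant Fbw7 with reduced substrate affinity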
# Target sequence (Q969H0 whole entry, looked up): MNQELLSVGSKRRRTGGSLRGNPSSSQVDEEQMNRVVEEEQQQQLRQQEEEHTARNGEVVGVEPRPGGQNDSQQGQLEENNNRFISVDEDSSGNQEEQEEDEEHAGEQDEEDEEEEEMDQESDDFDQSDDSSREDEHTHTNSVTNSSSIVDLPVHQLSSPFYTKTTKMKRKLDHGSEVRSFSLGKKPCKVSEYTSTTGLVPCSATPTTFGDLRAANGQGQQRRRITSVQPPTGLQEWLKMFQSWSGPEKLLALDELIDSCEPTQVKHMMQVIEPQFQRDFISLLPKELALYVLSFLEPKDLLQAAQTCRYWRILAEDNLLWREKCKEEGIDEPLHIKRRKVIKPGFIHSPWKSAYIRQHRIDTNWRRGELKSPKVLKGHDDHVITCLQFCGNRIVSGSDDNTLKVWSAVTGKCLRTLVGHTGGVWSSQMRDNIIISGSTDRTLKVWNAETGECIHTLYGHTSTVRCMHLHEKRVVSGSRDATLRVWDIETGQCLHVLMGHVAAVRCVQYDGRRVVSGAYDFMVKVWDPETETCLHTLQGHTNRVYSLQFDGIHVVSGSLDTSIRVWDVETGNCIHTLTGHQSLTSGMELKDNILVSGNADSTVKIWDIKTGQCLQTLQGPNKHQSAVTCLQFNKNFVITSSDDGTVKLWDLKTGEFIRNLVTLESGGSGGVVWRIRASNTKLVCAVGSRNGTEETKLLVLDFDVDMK
# MITF inh: blocks human microphthalmia-associated transcription factor; O75030; AlphaScreen MITF homodimerization, bead proximity signal; inhibition, % at 2.6 µM; actives 0.91% (n = 650,000); in the data active means inhibition above about 50%;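 further: 0% = vehicle wells with protein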
# TEAD-YAP inh: TEAD-YAP interaction inhibition; inhibition, % at 9.12 µM; HEK-TIYL cells, TEAD-Gal4/YAP UAS-luciferase luminescence; actives 1.4% (n = 640,000); in the data active means inhibition above about 32%;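 further: 0% = median of test compound wells and 100% = reference inhibitor wells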
# * hit, by the source's call; . = not tested or not shown.
# Below each SMILES: GPR151 activ	FBW7 act	MITF inh	TEAD-YAP inh
O=C(Nc1ccc(NC(=O)C2CC2)cc1)c1cccs1
 : -1.7	0.0	22	-57
Cc1cc(Cl)ccc1OCC(=O)Nc1ccc(S(N)(=O)=O)cc1
 : -0.5	0.1	4	7
Cn1c(=O)[nH]c(=O)c2ncn(CC(=O)c3ccccc3)c21
 : 0.3	-0.2	-1	2
Cn1ccnc1SCc1cc(=O)c(OC(=O)c2cc([N+](=O)[O-])ccc2Cl)co1
 : 0.3	-0.1	-7	-1
C=CCn1c2ccccc2n2c(C(=O)OC)c(C)nc12
 : -0.1	0.0	15	1
CCOC(=O)C1=CN(C(C)C)C=C(C(=O)OCC)C1c1ccc(OC)c(OC)c1OC
 : 0.5	0.0	0	0
COc1ccccc1NC(=O)C1C2C=CC(C2=C(C)C)C1C(=O)O (stereo not given)
 : -0.5	-0.1	-1	-6
COc1cc(C2C3=C(CC(C)(C)CC3=O)OC3=C2C(=O)CC(C)(C)C3)cc(Br)c1OC
 : 0.5	0.2	-7	17
O=C(Nc1ccc2c(c1)OCO2)c1ccc(S(=O)(=O)NCc2ccco2)cc1
 : 1.0	-0.1	8	-3
NC(=O)c1c(NC(=O)c2ccc([N+](=O)[O-])cc2)sc2c1CCC2
 : 3.2	-0.1	-11	-14
NC(=O)C1CCN(c2cc(=O)n(C3CCCCC3)c(=O)[nH]2)CC1
 : -1.2	0.2	15	-5
Cc1cc(C)cc(NC(=O)N[C@H]2C[C@H]3C(=O)N[C@@H](C)C(=O)N3C2)c1
 : 0.3	-0.2	0	2
COc1ccccc1/C=C/CN1CCNC(=O)C1CC(=O)NCCCSC (stereo not given)
 : -0.1	1.0	17	6
CN(CC1CCCO1)C1CCN(C(=O)CNC(=O)/C=C/c2ccc(Cl)cc2)CC1 (stereo not given)
 : 1.2	-0.2	-2	-21
CCCC1(CC)NC(=S)N(c2ccc(C)cc2)N1 (stereo not given)
 : -0.2	0.2	-14	-31
CC(C)(CO)NCC(=O)Nc1ccc(-c2nc3cc(NC(=O)CNC(C)(C)CO)ccc3o2)cc1
 : 0.8	-0.1	3	17
C=CCOC(=O)/C(=C\c1ccc2c(c1)OCO2)NC(=O)c1ccccc1OC
 : -1.8	0.4	20	-21
NC1=NC(=O)C(CC(=O)Nc2ccc(Br)cc2Br)S1 (stereo not given)
 : 0.4	0.1	9	6
CC1(C)CC(NC(=O)C(=O)NCc2ccccc2)CC(C)(C)N1
 : 0.0	0.3	-2	8
Cc1ccc(C2=Nn3c(nnc3-c3ccccc3)SC2)cc1
 : -1.2	-0.2	-3	60*

# Next part
# Below each SMILES: GPR151 activ	FBW7 act	MITF inh	TEAD-YAP inh
CSc1ccccc1NC(=O)c1nn2cccnc2c1Cl
 : -0.4	0.0	3	-21
COCCCNC(=O)c1cn2cc(C)sc2n1
 : -0.5	0.4	15	-17
CCc1ccc2nc3sc(C(=O)N4CCCC4)c(N)c3cc2c1
 : 0.9	-0.2	5	-4
CCc1ccc(NC(=O)COc2ccc(C#N)cc2)cc1
 : 0.0	-0.2	-3	2
CC(C)c1ccc(OCC(=O)NC2=NCCS2)cc1
 : -1.1	1.5	11	-45
CC1CCN(S(=O)(=O)c2ccc(NC(=O)/C=C/c3ccc4c(c3)OCO4)cc2)CC1
 : 0.0	0.2	13	44*
CC(C)OC(=O)c1ccc(NC(=O)COc2ccc(C(C)C)cc2)cc1
 : -0.7	0.0	-6	4
Cc1ccccc1C(=O)Nc1nc(-c2ccccc2)ns1
 : -0.7	0.0	-6	-20
COC(=O)C1(O)CC(CC(C)C)=NN1C(=O)c1ccccc1 (stereo not given)
 : -0.1	0.2	71*	-21
CCC(NS(=O)(=O)c1ccc(C)cc1)C(=O)NC1CCCCC1C (stereo not given)
 : -1.0	0.1	5	2
Nc1ncnc(N/N=C/c2cccc(Br)c2)c1[N+](=O)[O-]
 : -3.9	0.1	18	36*
CCC/C(O)=C1\C(=O)CC(C)(C)C\C1=N/c1nc2ccccc2[nH]1
 : -0.6	0.1	19	3
CCOC(=O)C1=C(C)NC2=C(C(=O)C(C(=O)OCC)C(c3cccc(OC)c3)C2)C1c1ccc(OC)c(OC)c1 (stereo not given)
 : 1.3	-0.1	-4	-5
c1ccc(CN2CCC(c3nc4ccc(-c5ccncc5)cc4[nH]3)CC2)cc1
 : -0.4	-0.3	-7	-15
Cc1ccc(S(=O)(=O)N/N=C2/CC(=O)CC(C)(C)C2)cc1[N+](=O)[O-]
 : -1.0	0.0	7	2
COCCCNC(=O)CSc1nc2ccccc2c(=O)n1CCCN1CCCCC1
 : 0.6	0.0	6	-1
Cc1ncc(C[n+]2csc(CCOC(=O)C3CC4CCC3C4)c2C)c(N)n1 (stereo not given)
 : 1.1	0.1	9	5
CCSc1nc2c(c(=O)n1C)C1(CCCC1)Cc1ccccc1-2
 : -0.5	0.0	5	-11
COc1ccccc1-c1cc(N)n(CCC#N)n1
 : 1.0	-0.1	-2	4
CCOC(=O)/C(N=Nc1ccc([N+](=O)[O-])cc1OC)=C(\C)O
 : -0.9	0.0	3	0

# An excerpt from above in order of SMILES length, rising:
# Below each SMILES: GPR151 activ	FBW7 act	MITF inh	TEAD-YAP inh
CCc1ccc(NC(=O)COc2ccc(C#N)cc2)cc1
 : 0.0	-0.2	-3	2
Nc1ncnc(N/N=C/c2cccc(Br)c2)c1[N+](=O)[O-]
 : -3.9	0.1	18	36*
CCOC(=O)C1=C(C)NC2=C(C(=O)C(C(=O)OCC)C(c3cccc(OC)c3)C2)C1c1ccc(OC)c(OC)c1 (stereo not given)
 : 1.3	-0.1	-4	-5

# New compounds follow
# Below each SMILES: GPR151 activ	FBW7 act	MITF inh	TEAD-YAP inh
CN1C(=O)N(C)C2(c3ccccc3)Nn3c(s/c(=C/c4ccccc4F)c3=O)=NC12c1ccccc1 (stereo not given)
 : -1.6	0.1	-1	7
COc1cccc(CC(=O)N2CCc3nc(-c4ccccc4)c4c(c3C2)CO[C@@H](C)C4)c1
 : 6.8*	0.0	2	.
CC(C)C[C@@H]1NC(=O)[C@@H]2C[C@H](NC(=O)c3cc(F)c(F)cc3F)CN2C1=O
 : -0.8	0.0	7	-2
O=C(NC1CCN(Cc2ccccc2)CC1)c1cc(N2CCCC2CO)nc2ccccc12 (stereo not given)
 : -1.5	0.1	-1	-11
COc1cc(C(=O)Nc2ccc3oc(-c4ccc(Cl)c(Cl)c4)nc3c2)cc(OC)c1OC
 : 0.0	0.1	-11	-10
CCc1ccc(NC(=O)CCC(=O)N/N=C/c2ccc(OC)c(OC)c2)cc1
 : 0.6	0.0	15	-2
CCN(CC)c1ccc(/C=C/C(=O)c2ccc(S(=O)(=O)N(C)C)cc2)cc1
 : -0.4	0.8	-20	-1
Cc1ccccc1-n1nnnc1SCC(=O)O
 : 0.8	-0.4	-16	-7
CCOc1ccc(N(CC(=O)NC2CCC(C)CC2)S(=O)(=O)c2c(C)noc2C)cc1 (stereo not given)
 : -0.4	0.4	14	12
Cc1cccc(NC(=O)/C=N/OC(=O)Nc2cccc(Cl)c2)c1
 : 0.1	0.0	4	-7
COc1ccc(Nc2nsc3c(O)cc(=O)[nH]c23)cc1
 : 0.7	-0.1	5	4
O=C(Nc1nonc1-c1nc2ccccc2n1CCOC(=O)c1ccc(F)cc1)c1ccc(F)cc1
 : -0.8	0.4	1	3
CCOc1ccc(C(=O)Nc2ccc3oc(-c4ccc(C(C)(C)C)cc4)nc3c2)cc1Br
 : -1.1	0.2	14	9
CCn1c(COc2ccccc2)n[nH]c1=S
 : -1.2	0.2	12	0
O=C(O)c1ccc(S(=O)(=O)c2ccccc2Cl)c([N+](=O)[O-])c1
 : -1.4	-0.1	8	-12
CC(=O)Nc1ccc(NC(=O)COC(=O)/C=C/c2cccc(F)c2)cc1
 : -1.2	-0.1	-5	20
Cc1cc(C)c2nc(N=C(NC(=O)c3ccccc3)NC(=O)c3ccccc3)nc(C)c2c1
 : 0.9	0.1	14	7
O=C(Nc1ccccc1)c1[nH]ncc1[N+](=O)[O-]
 : 0.0	-0.1	-2	-10
O=C(CC1CC2CCC1C2)N1CCC(O)(c2ccccn2)CC1 (stereo not given)
 : 0.7	0.0	20	5
CCN(C(=O)CSc1nc2ccccc2c(=O)n1Cc1cccs1)c1cccc(C)c1
 : 0.7	0.4	-5	2

# A different layout for part of the listing above:
mol | GPR151 activ | FBW7 act | MITF inh | TEAD-YAP inh
CN1C(=O)N(C)C2(c3ccccc3)Nn3c(s/c(=C/c4ccccc4F)c3=O)=NC12c1ccccc1 (stereo not given) | -1.6 | 0.1 | -1 | 7
COc1cccc(CC(=O)N2CCc3nc(-c4ccccc4)c4c(c3C2)CO[C@@H](C)C4)c1 | 6.8* | 0.0 | 2 | .
CC(C)C[C@@H]1NC(=O)[C@@H]2C[C@H](NC(=O)c3cc(F)c(F)cc3F)CN2C1=O | -0.8 | 0.0 | 7 | -2

# The results go on.
# Letter code: A = GPR151 activ; B = FBW7 act; C = MITF inh; D = TEAD-YAP inh
Cc1ccc(OC(=O)N2CCN3C(=O)[C@H](Cc4cnc[nH]4)NC(=O)[C@H]3C2)cc1
  A = 0.6 | B = -0.3 | C = -6 | D = -4

CCN1CCN(C(=O)c2ccc(N3CCC(N4CCC(N(CC)CC)C4)CC3)cc2)CC1 (stereo not given)
  A = -0.4 | B = 0.1 | C = 5 | D = 6

O=S(=O)(NCCN1CCN(c2ccccc2)CC1)c1cccc2cccnc12
  A = -0.2 | B = -0.1 | C = 3 | D = 2

Clc1ccc(-c2csc(Nc3ccc(-c4ccccc4)cc3)n2)cc1Cl
  A = 0.2 | B = -0.5 | C = -11 | D = -11

Cc1ccc(C2=Nc3ccccc3N=C(c3ccc([N+](=O)[O-])cc3)C2)c(O)c1
  A = 1.5 | B = 0.2 | C = 6 | D = -13

COc1cccc(/C=C2\N=C(c3ccc(C)c(C)c3)OC2=O)c1OC
  A = 0.8 | B = 0.0 | C = 9 | D = 6

Cc1c([N+](=O)[O-])cc(C(=O)Nc2ccc(NC(=O)c3ccco3)cc2)cc1[N+](=O)[O-]
  A = -0.5 | B = 0.1 | C = -9 | D = -6

Cc1ccc(NCc2nnc3n2CCCCC3)cc1Cl
  A = 0.3 | B = 0.1 | C = 0 | D = -9

CC(=O)c1ccc(N2C(=O)CC(N(C)Cc3ccccc3)C2=O)cc1 (stereo not given)
  A = 2.1 | B = -0.1 | C = 0 | D = 4

COc1ccc(CN2C(=O)CN(C3CCCCCC3)C(=O)C2c2ccc(Cl)cc2)cc1 (stereo not given)
  A = 0.3 | B = 0.0 | C = 0 | D = -4

# Shown with each value named: four of the compounds above.
> Cc1ccc(C2=Nc3ccccc3N=C(c3ccc([N+](=O)[O-])cc3)C2)c(O)c1
  GPR151 activ: 1.5	FBW7 act: 0.2	MITF inh: 6	TEAD-YAP inh: -13

> COc1cccc(/C=C2\N=C(c3ccc(C)c(C)c3)OC2=O)c1OC
  GPR151 activ: 0.8	FBW7 act: 0.0	MITF inh: 9	TEAD-YAP inh: 6

> Cc1c([N+](=O)[O-])cc(C(=O)Nc2ccc(NC(=O)c3ccco3)cc2)cc1[N+](=O)[O-]
  GPR151 activ: -0.5	FBW7 act: 0.1	MITF inh: -9	TEAD-YAP inh: -6

> Cc1ccc(NCc2nnc3n2CCCCC3)cc1Cl
  GPR151 activ: 0.3	FBW7 act: 0.1	MITF inh: 0	TEAD-YAP inh: -9

# (further entries)
# Letter code: A = GPR151 activ; B = FBW7 act; C = MITF inh; D = TEAD-YAP inh
Cc1c(C(=O)N2CCCC2)sc(NC(=O)c2ccco2)c1C#N
  A = 1.1 | B = 0.8 | C = -11 | D = 0

N#CCSc1nc2ccccc2c(=O)n1NC(=O)c1ccccc1
  A = -8.0 | B = -0.1 | C = 67* | D = 82*

CC(C)/C=C1\CC/C(=C\c2ccncc2)C1=O
  A = 0.6 | B = -0.1 | C = -4 | D = 5

CCOC(=O)c1cnc2c(C)c(Cl)ccc2c1Nc1cccc(OC)c1
  A = 0.3 | B = 0.4 | C = 9 | D = 15

CC(C)(C)NC(=O)C(OC(=O)c1nsc(Cl)c1Cl)c1ccncc1 (stereo not given)
  A = -0.4 | B = -0.1 | C = 8 | D = 1

COc1ccccc1N(CC(=O)NC1CCCCC1)C(=O)CCC(=O)Nc1nccs1
  A = -0.1 | B = 0.1 | C = 9 | D = 14

O=C(O)CC1(CC(=O)NCc2cccc(C(F)(F)F)c2)CCCCC1
  A = -1.6 | B = -0.3 | C = -8 | D = 9

# Compound profiles (already shown). Screens in order: GPR151 activ | FBW7 act | MITF inh | TEAD-YAP inh
# Shown for N#CCSc1nc2ccccc2c(=O)n1NC(=O)c1ccccc1 = -8.0 | -0.1 | 67* | 82*
# Shown for Cc1c(C(=O)N2CCCC2)sc(NC(=O)c2ccco2)c1C#N = 1.1 | 0.8 | -11 | 0
